Screening data as filed in PubChem.
RBX1-CUL1 inh = inhibitors of human ROC1-CUL1 ubiquitin ligase activity. P62877+Q13616. in vitro K48 di-Ub FRET, acceptor:donor ratio, 45 min. inhibition, % at 10 µM. 0.6% of 140,000 active; in the data active means inhibition above about 25%
Target sequence (P62877 whole entry, looked up): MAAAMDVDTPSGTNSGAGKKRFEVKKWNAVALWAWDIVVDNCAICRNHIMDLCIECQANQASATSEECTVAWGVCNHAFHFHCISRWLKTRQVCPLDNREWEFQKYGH
Target sequence (Q13616 whole entry, looked up): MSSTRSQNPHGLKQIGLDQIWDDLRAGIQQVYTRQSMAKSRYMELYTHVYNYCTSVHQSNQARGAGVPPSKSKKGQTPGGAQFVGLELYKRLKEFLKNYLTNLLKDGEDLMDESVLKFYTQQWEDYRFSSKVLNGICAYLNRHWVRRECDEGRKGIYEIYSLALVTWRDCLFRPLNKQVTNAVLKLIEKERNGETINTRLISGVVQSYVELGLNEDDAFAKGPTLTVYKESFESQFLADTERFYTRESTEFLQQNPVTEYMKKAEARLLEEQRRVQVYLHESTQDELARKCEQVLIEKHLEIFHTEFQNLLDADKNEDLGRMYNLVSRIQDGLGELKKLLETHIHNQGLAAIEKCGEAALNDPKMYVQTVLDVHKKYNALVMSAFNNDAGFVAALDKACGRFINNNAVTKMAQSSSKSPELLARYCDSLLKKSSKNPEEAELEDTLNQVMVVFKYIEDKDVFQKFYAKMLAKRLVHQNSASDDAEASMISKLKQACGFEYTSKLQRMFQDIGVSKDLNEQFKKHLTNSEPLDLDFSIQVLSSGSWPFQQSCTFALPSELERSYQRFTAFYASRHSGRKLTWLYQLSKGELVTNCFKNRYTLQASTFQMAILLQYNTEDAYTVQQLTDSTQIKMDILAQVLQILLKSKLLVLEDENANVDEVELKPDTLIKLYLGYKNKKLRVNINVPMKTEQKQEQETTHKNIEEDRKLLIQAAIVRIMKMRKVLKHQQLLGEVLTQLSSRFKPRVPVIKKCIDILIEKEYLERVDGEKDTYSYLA
* hit, by the source's call. This is a subset; count on the stated rates, not on these rows.

RBX1-CUL1 inh,smiles
1.7,O=C(NC1CC(=O)N(c2cccc(F)c2)C1)C1CCCC1 (stereo unspecified)
8.3,CC(=O)Nc1ccc(NC(=O)CN(c2cccc(C(F)(F)F)c2)S(=O)(=O)c2ccccc2)cc1
2.9,Cc1ccccc1C(=O)ON=C1C=C(C(C)(C)C)C(=O)C(C(C)(C)C)=C1
-0.2,COc1cc(Cl)c(C)cc1NC(=O)C1CCN(c2nc3ccccc3n3cccc23)CC1
0.7,Nc1ccnc(-c2ccccn2)c1
-3.7,CC(=O)N1c2ccc(S(=O)(=O)NCC3CCC(C(=O)Nc4ccc(C)c(C)c4)CC3)cc2CC1C (stereo unspecified)
5.2,Cc1n[nH]c(C)c1CCCCCOc1ccccc1F
-1.3,CCn1c2ccccc2c2cc(/C=N/NC(=O)Nc3ccccc3)ccc21
0.2,O=C(CSc1nc2c(oc3ccccc32)c(=O)n1-c1ccccc1F)Nc1ccccc1
-9.9,CN(c1ccccc1C(N)=O)S(C)(=O)=O
-5.1,COc1cc(-c2noc(CCC(=O)Nc3cc(C)ccc3C)n2)cc(OC)c1OC
0.2,c1ccc(CSc2ncn(-c3ccccc3)n2)cc1
3.3,O=c1c2ccccc2nc(-c2ccc(Cl)cc2)n1CCCOc1ccccc1F
-4.1,CC1=Nc2cccc3cccc(c23)N1C
5.2,COC(=O)c1cccnc1SCc1ccccc1
-1.7,Cc1ccc(NC(=O)C2CCCN(S(=O)(=O)c3ccc4c(c3)CCCC(=O)N4)C2)cc1Cl (stereo unspecified)
3.4,Fc1ccc(C(c2nnc(-c3ccccc3)o2)N2CCN(c3ccccc3)CC2)c(Cl)c1 (stereo unspecified)
1.5,CCOc1ccc(Nc2c(Cc3ccccc3)c(C)c(C#N)c3nc4ccccc4n23)cc1
-3.7,O=C(N/N=C/C=C/c1ccccc1)c1csc2ccccc12
2.6,COc1ccc(S(=O)(=O)NCc2nc(-c3ccccc3)no2)cc1
-2.1,CSC1=NC(=O)C2C(=N1)NC(=O)CC2c1cccc(F)c1F (stereo unspecified)
2.3,Cc1cc(Nc2ccccc2C(=O)O)n2ncnc2n1
-12.9,Cc1cccc(CCNC(=O)CCc2c(C)nc3ncnn3c2C)c1
-5.3,CCc1ccc(OCCSc2nc3ccccc3c(=O)[nH]2)cc1
-2.4,CCC1CN(Cc2ccccc2O)Cc2ccc(Cl)cc2O1 (stereo unspecified)
3.5,CC(=O)c1cccc(NC(=O)C2C3CCC=CCC/C=C/CCC32)c1 (stereo unspecified)
-0.3,Cc1ccc(-c2csc(NC(=O)CSc3nc4ccccc4s3)n2)cc1
-2.3,N#CCN(CC#N)C(=O)Cc1cccs1
2.5,O=C(CNC(=O)c1ccco1)c1ccc(F)cc1
-5.6,NC(=O)C1CCN(C(=O)c2ccccc2NC(=O)c2nsc3ccccc23)CC1
-7.8,COc1ccccc1CNC(=O)COCc1cc(-c2ccc3c(c2)OCO3)on1
-1.6,COc1ccc(OCC(=O)Nc2ccccc2C(=O)OCc2cc(=O)n3nc(C)sc3n2)cc1
-8.4,COc1ccc(C2=NN(c3nc(-c4ccc(Cl)cc4)cs3)C(c3ccc(OC)cc3)C2)cc1 (stereo unspecified)
9.4,Nn1c(SCC(=O)NC(=O)Nc2ccccc2)nc2sc3c(c2c1=O)CCCC3
1.1,O=C(O)c1cc(Br)cc2c3c([nH]c12)CCCC3
-10.3,Cc1cccc(-c2nc(C(N)=O)c3c(n2)n(-c2ccc4c(c2)OCO4)c(=O)n3C)c1
-2.6,CCC1(C)SC(NC(C)=O)=NN1C(C)=O (stereo unspecified)
-1.3,O=C(NNc1nc2sc3c(c2c(=O)n1Cc1ccccc1)CCCC3)c1cc2ccccc2o1
-5.4,COc1cccc(CC2(CCC(=O)N3CCC(OCc4ccccc4)CC3)CCC(=O)N2)c1 (stereo unspecified)
6.0,COC(=O)C1=C(C(=O)OC)C(c2cc(Br)ccc2O)C2SC(=O)N=C2S1 (stereo unspecified)
-13.7,CC(=O)Oc1cc2c(cc1Cl)C1(CCCCC1)C1CCCCC1(c1cc(Cl)c(OC(C)=O)cc1OC(C)=O)O2 (stereo unspecified)
-3.3,Cc1cc(NC(=O)CCNS(=O)(=O)c2cccc3nsnc23)ccc1Br
-5.0,COc1ccc(CN2C[C@@H]3C[C@@H](c4cc(C)c(O)c(C)c4)N4CCC[C@@]34C2=O)cc1
-2.4,O=C1/C(=C/c2ccc(F)c(Br)c2)SC(=S)N1c1cccc(C(F)(F)F)c1
10.9,COc1ccc(C(CNC(=O)COc2cc(C)cc(C)c2)N2CCCCC2)cc1 (stereo unspecified)
-0.3,CCn1cc(/C=C/C(=O)Nc2cnn(Cc3ccc(F)cc3)c2)cn1
-10.0,COc1ccccc1NC(=O)C(=O)NCC(c1cccnc1)N1CCc2ccccc2C1 (stereo unspecified)
-3.8,COc1ccc(N(Cc2cccs2)C(=O)COc2cc(C)c(Cl)c(C)c2)cc1
0.0,COC(=O)C1=c2s/c(=C/c3ccccc3OC)c(=O)n2C(=N)C(C#N)C1c1ccccc1OC (stereo unspecified)
-2.9,FC(F)(F)c1ccc(-c2cnnc(N3CCCC3c3nccs3)n2)cc1 (stereo unspecified)

New compounds follow:
RBX1-CUL1 inh,smiles
-1.3,Cc1ncc2c(c1CNC(=O)Cc1ccsc1)CCN(C(=O)c1cccc(N3CCCC3=O)c1)C2
-20.5,COc1ccccc1C(=O)Nc1ccc(S(=O)(=O)N2CCCC2)cc1
6.0,COc1ccc(NC(=O)C2CCC(N3C(=O)C4C5CCC(C5)C4C3=O)CC2)cc1 (stereo unspecified)
9.2,OC(COc1ccccc1CNCCc1cnccn1)CN1CCSCC1 (stereo unspecified)
2.6,CCCC(=O)Nc1ccc(C(=O)Nc2cc(OC)c(Cl)cc2OC)cc1
2.2,COc1ccc(CCNC(=O)CSc2ncnc3sc4c(c23)CCCC4)cc1OC
10.7,N#C/C(=C/c1cn(Cc2ccc(F)cc2)c2ccccc12)C(=O)Nc1cccc(Cl)c1
0.1,C=CCn1c(Cc2ccccc2)nn(CN2CCN(c3ccccc3)CC2)c1=S
1.9,CC1(C)CC(=O)C2=C(C1)N(c1ccc(Cl)cc1)C(=N)C(C(=O)c1ccccc1)C2c1ccc([N+](=O)[O-])cc1 (stereo unspecified)
0.0,COc1cc2c3c(c1)-c1c(sn(-c4cc(C)cc(C)c4)c1=S)C(C)(C)N3C(=O)C2=O
-47.3,CCN1CCN(CCCNC(=O)c2ccc3c(c2)sc2nc(-c4ccc(OC)cc4)cn23)CC1
10.3,CN1CCC(NC(=O)C(C)(C)Oc2ccc(Br)cc2Cl)CC1
-14.6,CC(=O)[C@@H]1[C@@H](c2cccc(Cl)c2)C(C#N)(C#N)[C@H]2C=Cc3ccccc3N12
-4.0,CC(C)N(C)CCOC(=O)/C=C/c1ccccc1
-2.2,Cc1ccc(Cn2nc(C)c(NC(=O)c3cc4nc5c(c(C(F)(F)F)n4n3)CCc3ccccc3-5)c2C)cc1
-2.1,C=CCn1c(=S)[nH]c2sc3c(c2c1=O)CCC3
-8.8,COc1ccccc1C(=O)Nc1cc2c(cc1N1CCCC1)n(C)c(=O)c(=O)n2C
8.2,CCC(=O)Nc1ccc(C(=O)NNC(=O)c2ccccc2C(=O)O)cc1
-10.5,CN(Cc1ccccc1)C(=S)NC(=O)C1CCCCC1
1.5,COc1ccc(C2C(C(=O)Nc3ccc(Cl)cc3)C(C)=Nc3nnnn32)c(OC)c1 (stereo unspecified)
2.6,CCCOC(=O)c1ccc(Nc2c(C(=O)OCC)cnc3c(C)cc(Cl)cc23)cc1
-5.8,Cc1ccc(-c2nn3c(C)nnc3c3ccccc23)cc1S(=O)(=O)NCC(C)O (stereo unspecified)
10.5,Nn1c(C(F)(F)F)n[nH]c1=S
3.7,O=C(NNC(=O)c1cc(Cl)ccc1Cl)Nc1ccc(Cl)cc1
0.5,COC(=O)CCC(=O)NNC(=O)COc1ccc2ccccc2c1Br
9.8,O=C(N/N=C/c1ccc([N+](=O)[O-])o1)c1cc(-c2ccncc2)nc2ccccc12
2.0,COc1cccc(CC2CN(Cc3cnc(C)n3C)CCO2)c1 (stereo unspecified)
-2.1,Cc1nn(S(=O)(=O)c2ccc([N+](=O)[O-])cc2)c(C)c1Sc1ccc(Cl)cc1
6.4,O=C(c1ccccc1)n1ccn(-c2ccccc2)c1=S
8.9,O=C(Nc1ccccc1-n1cccc1)c1ccco1
-1.0,COc1ccccc1OCC(=O)Nc1cccc(C(=O)Nc2nccs2)c1
4.3,COc1cc(CN2CCOc3ccc(C(O)Cc4ccccc4)cc3C2)cc(OC)c1OC (stereo unspecified)
1.8,Cc1ccc(C(=O)N2CCN(c3cccc(Cl)c3)CC2)s1
8.6,Cc1nn(C)c2nc3c(F)c(F)c(N4CCN(C)CC4)c(F)c3cc12
-3.0,O=C(O)CSc1nnc(-c2cccs2)n1-c1ccccc1
0.9,O=C(C1CCCC1)N1CCN(Cc2c(Cl)cccc2Cl)CC1
2.8,COCCNC(=O)c1ccc(CNS(=O)(=O)c2cccc(C(F)(F)F)c2)cc1
3.1,CCCSc1nnc2c(n1)OC(c1cc(Cl)cc(Cl)c1OC(=O)CC)N(C(=O)CC)c1ccccc1-2 (stereo unspecified)
-0.4,COc1ccc(N(CC(=O)N2CCN(c3ccccc3F)CC2)S(=O)(=O)c2c(C)n[nH]c2C)cc1
7.4,COC(=O)/C=C(\C(=O)OC)n1c(C)c(C(=O)OC)c(C(=O)OC)c1C
-5.2,Cn1cc(S(=O)(=O)c2ccc(Cl)cc2)c(=O)c2cc(F)c(N3CCCC3)cc21
14.2,COc1nnc(-c2ccc(N3CCCCC3)c(NC(=O)c3ccc(C)cc3)c2)c2ccccc12
7.0,Cc1ccc(C(=O)Oc2cc(C)n(C)c(=O)c2)cc1
5.9,Cc1ccc2c(c1)CN(CCC(=O)NC1CCc3ccccc31)CC(C)O2 (stereo unspecified)
7.5,O=C(Nc1ncc(Cc2cccc(Cl)c2)s1)C1CCCCC1
11.8,CCCCS(=O)(=O)N1CCCC(C(=O)Oc2ccccc2)C1 (stereo unspecified)
-11.0,CCCn1c2ccc(C)cc2c2nnc(SCCN3CCCCC3)nc21
-4.3,COc1ccc(OC2C(=O)N(c3ccc(C)c(C)c3)C2c2ccccc2Cl)cc1 (stereo unspecified)
2.1,COC(=O)c1c(S(=O)(=O)N2CCCC2)sc2c1CCN(C(=O)/C=C/c1ccccc1)C2
-10.0,CS(=O)(=O)N1CCN(C(=O)Nc2ccc(F)c(Cl)c2)CC1

Random excerpt: six records from the list, in no set order.
RBX1-CUL1 inh,smiles
9.8,O=C(N/N=C/c1ccc([N+](=O)[O-])o1)c1cc(-c2ccncc2)nc2ccccc12
0.9,O=C(C1CCCC1)N1CCN(Cc2c(Cl)cccc2Cl)CC1
-4.3,COc1ccc(OC2C(=O)N(c3ccc(C)c(C)c3)C2c2ccccc2Cl)cc1 (stereo unspecified)
2.1,COC(=O)c1c(S(=O)(=O)N2CCCC2)sc2c1CCN(C(=O)/C=C/c1ccccc1)C2
-3.0,O=C(O)CSc1nnc(-c2cccs2)n1-c1ccccc1
3.1,CCCSc1nnc2c(n1)OC(c1cc(Cl)cc(Cl)c1OC(=O)CC)N(C(=O)CC)c1ccccc1-2 (stereo unspecified)

Following part:
RBX1-CUL1 inh,smiles
0.8,Cc1n[nH]c(C)c1Sc1ccccc1N=Cc1c(C)[nH]n(-c2ccccc2)c1=O
-1.4,CCCC(c1ccccc1)(c1ccccc1)c1ccccc1
-2.6,CCOC(=O)C1=C(C)OC(=N)C(C#N)C1c1cccc2ccccc12 (stereo unspecified)
5.1,Cc1cc(OC(C)(C)C(=O)N2CCN(c3ncccn3)CC2)ccc1Cl
6.2,COc1ccc(CNC(=O)Cn2c(SCC(=O)Nc3ccc(OC)cc3)nc3ccccc32)cc1
2.0,Cc1c(C(=O)O)cc(-c2ccccc2)n1C
2.5,Cc1ccc(C2=NC(=O)/C(=C/c3sccc3C)S2)cc1
7.3,CN(C)C(=O)n1nnc2ccccc21
3.5,Cc1nc(CNCC2(O)CCCN(Cc3ccccc3F)C2=O)cs1 (stereo unspecified)
-0.4,O=C(Oc1ccc(N=Cc2cccs2)cc1)c1ccccc1Cl
-8.8,CCOc1cc(C2c3c(n[nH]c3CC)OC(=N)C2C#N)ccc1OC(F)F (stereo unspecified)
12.7,Cc1cc(CNC(=O)Cn2ncc(N(C)C)cc2=O)c(C(F)(F)F)o1
3.3,O=C(COc1ccccc1)Nc1ccc(S(=O)(=O)N(Cc2ccccc2)c2ccccc2)cc1
-11.3,COc1ccc(NC(=O)C2CCN(S(=O)(=O)c3ccc4[nH]c5c(c4c3)CCCCC5)CC2)cc1
15.9,CC(NC(=O)C1CCN(C)CC1)c1nnc2n1CCN(Cc1ccc3c(c1)Cc1ccccc1-3)CC2 (stereo unspecified)
1.5,O=C(/C=C/c1c(Cl)cccc1Cl)NCc1cccnc1
-2.0,COc1cc(/C=C2/C(=N)N3C=C(C)SC3=NC2=O)ccc1OCc1ccc(Cl)cc1
7.9,CCCN1CCC(NC(=O)c2ccc(Br)o2)CC1
-2.8,CCOC(=O)c1nn(-c2ccc(Cl)cc2)c(-c2ccccc2)c1C#N
9.8,O=C(Nc1ccc(F)cc1F)c1ccc(CN2CCCC2)cc1
3.6,CCOC(=O)c1c(Nc2cc(C)cc(C)c2)nnc(-c2ccccc2)c1-c1ccccc1
-0.4,CCN(Cc1cnn(C)c1)C(=O)CC1C(=O)NCCN1CCC(C)C (stereo unspecified)
7.0,COC(=O)c1c(NC(=O)CSc2nnnn2-c2ccccc2)sc2c1CCC2
-8.7,CO[C@H]1[C@H](NC(=O)COc2ccccc2)c2ccccc2C12CCN(C(=O)Cc1ccsc1)CC2
4.1,CCOC(=O)C1=C(C)N=C2SCC(=O)N2C1c1ccc(O)c(OC)c1 (stereo unspecified)
-10.2,CCn1cc(C(=O)N2CCN(c3cccc(C(F)(F)F)c3)CC2)c2cc(OC)c(OC)cc2c1=O

Given with each value named: part of the list above.
CC1=Nc2cccc3cccc(c23)N1C
  RBX1-CUL1 inh: -4.1

CCc1ccc(OCCSc2nc3ccccc3c(=O)[nH]2)cc1
  RBX1-CUL1 inh: -5.3

O=C(O)CSc1nnc(-c2cccs2)n1-c1ccccc1
  RBX1-CUL1 inh: -3.0

CSC1=NC(=O)C2C(=N1)NC(=O)CC2c1cccc(F)c1F (stereo unspecified)
  RBX1-CUL1 inh: -2.1
